GALK inhibitor – qHTS Assay for Inhibitors of Human Galactokinase (GALK). AID 1868, 2009. 0.007% of 270,000 active. P51570. Potency, µM (titrated, usually from 57.5 µM), for the others: at the top dose activity change, negative = inhibition, usual class: inhibitors. Purified GALK, Kinase-Glo residual ATP luminescence; also: potency is read from the fitted curve at half-maximal effect
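The enzyme phosphorylates galactose (100 uM) using ATP (35 uM); inhibition is detected as higher residual ATP, quantified by bioluminescence after 1 h reaction at room temperature, pH 8.0.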
PKM2 activator – qHTS Assay for Activators of Human Muscle isoform 2 Pyruvate Kinase; purified PKM2, Kinase-Glo ATP luminescence, activation; response scale: 0% is enzyme alone, no compound; Potency, µM (top dose mostly 57.5 µM), for inactives: at the top dose activation, actives largely listed as activators; 0.34% of 260,000 active; also: potency is read from the fitted curve at half-maximal effect; nearly all actives have a fitted effect of over 55% in size
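Purified hPK-M2 (>95%) run at intermediate activity with 0.1 mM ADP and 0.5 mM PEP in 50 mM imidazole pH 7.2, KCl, MgCl2; 1 h room temperature. ATP formed read by Kinase-Glo luminescence; normalized to uninhibited and no-enzyme controls.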
Giardia kill – Small Molecules that selectively kill Giardia lamblia: qHTS; Giardia lamblia trophozoite viability; activity change, % at 7.66 µM, hits read low; 0.15% of 340,000 active; AID 540267, 2011; in the data active = activity change below about -80%; inconclusive = between about -30% and that limit;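 also: parasites exposed to compound for two days anaerobically before the ATP read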
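Compounds were tested on trophozoites seeded at 100 cells/well and held 48 hrs at 37 deg C anaerobically. An ATP-based luminescent kit measured the remaining live cells.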
KCNH2 WT inh – qHTS for Inhibitors of KCHN2 3.1: Wildtype qHTS; AID 720551, 2013; U2OS, BacMam KCNH2, thallium flux FluxOr; stronger effect = lower value; activity change, % at 1.84 µM; Voltage-gated inwardly rectifying potassium channel KCNH2 (Homo sapiens), Q12809; 0.37% of 340,000 active;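 active = maximum activity change below -70%; inconclusive = maximum activity change between -70% and -50%; inactive = maximum activity change above -50%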
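U2OS cells transduced with wild-type KCNH2 virus are loaded with FluxOr dye for 45 min, and thallium flux is measured in kinetic reads before and after stimulation buffer. Rate constants are normalized to DMSO controls.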
B2AR arrestin – qHTS assay of beta-arrestin-biased ligands of beta2-adrenergic receptor. Beta-2 adrenergic receptor (Homo sapiens), P07550. beta-arrestin recruitment to beta2AR, cell-based reporter. Potency, µM (series often up to 46.1 µM), without a hit: at the highest dose activation, usual class: activators. 0.02% of 330,000 active. AID 492947, 2010;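 also: potency is read from the fitted curve at half-maximal effect; 0% = DMSO controls and full agonism = EC100 isoproterenol or metaproterenol; nearly all actives have a fitted effect of over 65% in size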
Target sequence (P07550 whole entry, looked up): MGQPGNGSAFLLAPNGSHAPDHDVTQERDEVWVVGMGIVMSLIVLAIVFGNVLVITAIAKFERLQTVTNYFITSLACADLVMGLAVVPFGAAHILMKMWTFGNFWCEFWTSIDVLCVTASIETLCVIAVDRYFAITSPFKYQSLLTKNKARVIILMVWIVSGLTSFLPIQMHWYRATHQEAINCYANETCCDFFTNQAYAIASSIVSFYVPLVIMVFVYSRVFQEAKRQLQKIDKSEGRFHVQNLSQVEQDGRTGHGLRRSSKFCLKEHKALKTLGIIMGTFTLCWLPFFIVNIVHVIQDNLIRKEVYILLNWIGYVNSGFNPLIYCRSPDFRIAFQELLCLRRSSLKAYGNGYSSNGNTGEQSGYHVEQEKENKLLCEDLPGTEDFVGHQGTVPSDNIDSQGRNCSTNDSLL
uPA surface inh – qHTS for Inhibitors of Cell Surface uPA Generation | cell surface uPA generation assay, qHTS | Potency, µM (series often up to 38.3 µM), for inactives: at the highest dose activity change, negative = inhibition, hits mostly inhibitors | 0.31% of 330,000 active; active = well fitted inhibition curve with a large enough effect; inconclusive = small, poorly fitted or top-dose-only effect; inactive = no such curve, though single readings can be large or run the other way; tested in mouse RAW 264.7 cells; also: potency is read from the fitted curve at half-maximal effect; nearly all actives have a fitted effect of over 55% in size
KCNH2 3.1 block – qHTS for Inhibitors of KCHN2 3.1: Mutant qHTS; Potassium voltage-gated channel subfamily H member 2, brain isoform KCNH2 3.1 (human); U2OS KCNH2 3.1, thallium flux FluxOr; stronger effect = lower value; activity change, % (tested at about 1.8 µM); 0.95% of 340,000 active; AID 720553, 2013;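 active = maximum activity change below -70%; inconclusive = maximum activity change from -70% to -50%; inactive = maximum activity change above -50%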;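 also: thallium influx rate constant from kinetic fluorescence after stimulation buffer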
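Thallium flux read-out: FluxOr dye with Red40 quencher in HBSS/HEPES, 45 min at RT. Rate constants from kinetic reads were normalized to positive and negative DMSO controls. Cells: U2OS virally expressing the 3.1 isoform.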
FBPA coupling cs – qHTS Assay for Inhibitors of Fructose-1,6-bisphosphate Aldolase from Giardia Lamblia: Coupling assay counterscreen; 0.67% of 290,000 active; activity change, negative = inhibition, % at 58.2 µM, hits read low; AID 2472, 2010; coupling enzyme system counterscreen, AmpLite Red fluorescence; in the data active = activity change below about -30%
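Activity here indicates interference with the coupling reaction, not aldolase inhibition. Compounds at 57.5 uM final met coupling enzymes for 10 min at RT; substrate and AmpLite Red detection followed, with a 525/598 nm fluorescence read after 20 min.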
Eya2 inh – qHTS Assay for Inhibitors of the Phosphatase Activity of Eya2; AID 488837, 2010; 0.006% of 330,000 active; Potency, µM (series often up to 76.9 µM), for inactives: at the top dose activity, negative = inhibition, actives largely listed as inhibitors; recombinant Eya2, OMFP fluorescence dephosphorylation (OMFP is methylfluorescein phosphate); also: potency is read from the fitted curve at half-maximal effect
Target sequence (O00167 whole entry, looked up): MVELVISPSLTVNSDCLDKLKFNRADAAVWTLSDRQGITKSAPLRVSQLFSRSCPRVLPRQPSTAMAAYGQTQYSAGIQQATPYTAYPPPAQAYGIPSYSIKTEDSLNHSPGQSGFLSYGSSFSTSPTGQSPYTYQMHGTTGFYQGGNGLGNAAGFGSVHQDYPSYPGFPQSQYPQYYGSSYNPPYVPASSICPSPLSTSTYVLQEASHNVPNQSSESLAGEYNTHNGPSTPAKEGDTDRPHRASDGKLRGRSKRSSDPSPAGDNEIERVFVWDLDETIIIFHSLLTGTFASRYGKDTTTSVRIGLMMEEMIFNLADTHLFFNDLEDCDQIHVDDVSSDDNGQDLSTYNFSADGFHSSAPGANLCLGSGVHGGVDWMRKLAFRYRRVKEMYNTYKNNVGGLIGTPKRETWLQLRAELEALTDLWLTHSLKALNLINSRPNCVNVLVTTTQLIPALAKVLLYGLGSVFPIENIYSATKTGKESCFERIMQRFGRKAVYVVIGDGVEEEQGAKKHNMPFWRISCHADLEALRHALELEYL
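Eya2 (0.2 uM) preincubated 10 min at ambient with compound, then OMFP substrate added at 50 uM; 10 min reaction in 50 mM HEPES pH 7.5, 50 mM NaCl, 5 uM MgCl2, 0.05% BSA, 1 mM DTT. Fluorescence read at Ex 485/Em 525 nm.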
BCR signal inh – qHTS Assay to Find Inhibitors of Chronic Active B-Cell Receptor Signaling. 0.05% of 340,000 active. ABC-DLBCL IkBa-CBG/CBR reporter, luminescence ratio, 4 h. Potency, µM (doses to about 46.1 µM), for the others: top-dose ratio change, negative = lower green/red ratio, most hits filed as inhibitors; active = well fitted inhibition curve with a large enough effect in the signal ratio, with a control signal flat, not every such curve was filed as active; inconclusive = small, poorly fitted or top-dose-only effect, or effect the other way, or a change in a side signal; the % refers to the signal ratio;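 also: potency is read from the fitted curve at half-maximal effect; plate controls were basal doxycycline-induced cells for no effect and cells given 10 µM MG132 for full effect; MG132 reads +100%, hits lower the ratio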
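Cell line TMD8 (human ABC DLBCL), stably expressing tet-inducible CBG68-IkBa fusion and CBR; IMDM/0.5% FBS; cpd up to 46 uM; dox induction, 4 h, 37C/5% CO2; dual luminescence; green/red ratio; MG132 control.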
USP2a inh – qHTS Assay for Inhibitors of Ubiquitin-specific Protease USP2a Using CHOP2 as the Reporter | Ubiquitin carboxyl-terminal hydrolase 2 (Homo sapiens), O75604 | USP2 core, Ub-CHOP2 coupled fluorogenic reporter, 485/531 | Potency, µM (doses to about 38.3 µM), for inactives: at the top dose activity change, negative = inhibition, actives largely listed as inhibitors | 0.01% of 330,000 active;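 also: potency is read from the fitted curve at half-maximal effect; plate controls were DMSO wells for no effect and full inhibition by NEM control for full effect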
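Cell-free coupled assay: 10nM USP2 core preincubated 30min RT with compound in Tris-HCl pH 8.0/CaCl2/CHAPS buffer, then 25nM Ub-CHOP2 and 25nM reporter substrate; fluorescence (Ex 485/Em 531) read after 60min RT, normalized to NEM inhibition, concentration-response curves fitted.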
* = called active by the depositor; i = inactive; ? = inconclusive; nt = no result given; [ ] = remark or other dose. Unless noted, calls follow the shape of the dose curve; as a rule, active = well fitted curve in the direction sought with a large enough effect; inconclusive = small, poorly fitted or top-dose-only effect, or another doubt; inactive = no such curve, though single readings can be large; an effect the other way counts as inactive or inconclusive. Unless noted, % is scaled to controls: 0 for no effect and ±100 for the full control effect. Not a hit list; 2.4% or so of the library scored in one or more.

| molecule | Giardia kill | BCR signal inh | GALK inhibitor | USP2a inh | uPA surface inh | PKM2 activator | Eya2 inh | KCNH2 WT inh | B2AR arrestin | FBPA coupling cs | KCNH2 3.1 block |
| --- | --- | --- | --- | --- | --- | --- | --- | --- | --- | --- | --- |
| COc1ccc(OC)c(C2N(c3cc(C)on3)C(=O)C3CCCN32)c1 (configuration not stated) | 1.3 | -12.3% | -0.2% | 0.7% | -2.6% | -0.5% | 9.1% | -4.4 | 0.1% | 3.4 | 4.2 |
| Cc1ccccc1C(=O)NC(=S)NCCN1CCOCC1 | -9.5 | -7.3% | 0.3% | 4.9% | 1.2% | -16.1% | 6.3% | 0.0 | -0.1% | 6.3 | -5.3 |
| COc1ccc(N2CCN(Cc3cc(=O)oc4cc(C)c(Cl)cc34)CC2)cc1 | 1.3 | ? | 1.3% | -1.7% | -3.7% | 6.4% | 11.1% | -0.8 | 0.1% | 0.9 | 8.5 |
| Cc1ccc(C(C)(C)C)cc1S(=O)(=O)Nc1nc2ccccc2nc1Cl | -21.9 | 3.1% | 0.8% | -10.1% | -6.6% | nt | 8.8% | -15.1 | -1.1% | 22.2 | 7.5 |
| CN1CCc2nc(SCc3ccc(C(C)(C)C)cc3)c(C#N)cc2C1 | 12.0 | -0.5% | -0.9% | 0.6% | 14.7% | -2.2% | -22.4% | 20.6 | -1.2% | -0.4 | -17.0 |
| CCCc1cc(C(=O)N2CCCC(C(=O)c3cc(C)c(OC)c(C)c3)C2)n(C)n1 (configuration not stated) | 7.0 | 0.0% | 4.8% | -0.2% | 8.6% | nt | -9.6% | 0.9 | -0.5% | nt | 25.4 |
| Cn1c(SCC(=O)c2ccccc2)nnc1-c1ccco1 | -2.2 | ? | -0.8% | 2.3% | -1.0% | -0.6% | 5.0% | 2.0 | -0.8% | 1.1 | 4.6 |
| O=C(COc1ccc(Br)cc1)Nc1ccc(CN2CCOCC2)cc1 | 17.9 | ? | -2.7% | -0.2% | -3.6% | 1.0% | 1.8% | 5.7 | 0.3% | 2.7 | -23.5 |
| Cc1cc(C)n(C(=O)c2c([N+](=O)[O-])c(C)nn2C)n1 | -8.8 | -5.9% | 0.1% | -0.8% | 5.0% | -0.6% | 2.8% | -13.5 | 0.3% | 0.1 | -4.9 |
| Fc1cc(NCc2ccccc2)nc(NCc2ccccc2)n1 | 8.1 | ? | nt | -3.3% | -1.3% | -21.3% | 3.6% | -3.0 | 2.4% | -2.8 | -16.5 |
| CC(C)CN(C)C(=O)CCc1nnc(Cc2cccc(C(F)(F)F)c2)o1 | 8.1 | 4.0% | 0.7% | 2.0% | -0.9% | 1.0% | -3.1% | -12.8 | -0.6% | -1.0 | -5.4 |
| Cc1cc(O)c(Oc2cc(C)cc(O)c2O)c(O)c1 | -18.3 | 16.5% | -0.1% | 0.2% | ? | 22.7% | -6.5% | -1.9 | 0.3% | -12.9 | -5.8 |
| COCCCNC(=S)NCCNc1nc2c(C)c(C)ccc2cc1C#N | 0.5 | 8.6% | 0.8% | 0.2% | -2.2% | 15.6% | -13.8% | -2.7 | -0.7% | 1.6 | -14.1 |
| CC1CN(C(=S)Nc2ccc(SC(F)F)cc2)CC(C)O1 (configuration not stated) | -4.4 | -6.6% | -0.9% | 0.6% | 1.0% | -4.3% | -3.4% | 0.9 | 0.0% | -2.8 | -19.9 |
| COc1cccc(NC(=O)c2ccccc2N(Cc2ccccc2)S(C)(=O)=O)c1 | 33.3[activator] | -0.9% | -2.5% | -1.0% | 18.6% | -0.4% | 11.7% | 10.4 | -0.4% | -0.2 | 1.6 |
| COCCCNc1nc(N)c([N+](=O)[O-])c(Nc2cc(OC)ccc2OC)n1 | -2.3 | -8.3% | -1.9% | -1.0% | 11.1% | 2.8% | 4.0% | -0.9 | -0.2% | 1.3 | -0.7 |
| O=C1c2cccc([N+](=O)[O-])c2C(=O)N1c1c[nH]c(=O)[nH]c1=O | 3.1 | 9.2% | -0.8% | 0.8% | 1.8% | -4.1% | 5.2% | i | -0.7% | -3.5 | 21.9 |
| O=C(Nc1ccc(Br)cc1)c1cccnc1N1CCOCC1 | -3.8 | -8.9% | 1.5% | -3.4% | -7.9% | 1.3% | -10.3% | -1.5 | 0.1% | 0.3 | 3.4 |
| CCc1cccc(NC(=O)c2cccc3c2C(=O)N(CC2CCCO2)C3)c1 (configuration not stated) | 12.6 | ? | nt | -11.7% | ? | -1.4% | -2.8% | -4.5 | -0.7% | 4.0 | -24.2 |
| O=C(OCC1CC(c2ccccc2)=NO1)c1ccc(Br)cc1 (configuration not stated) | -18.4 | 5.6% | -0.2% | 5.6% | 4.8% | 0.4% | -18.3% | 4.8 | -0.1% | 2.9 | 11.2 |
| COc1ccc(Cl)cc1NC(=O)CSc1nc(=O)n(CCN(C)C)c2c1CCCC2 | -11.6 | ? | nt | 1.4% | -25.2% | nt | 13.3% | 33.5 | 0.0% | nt | -11.3 |
| CCOc1ccccc1CN1CCN(CCCn2cccn2)CC1CCO (configuration not stated) | ? | -0.7% | 0.4% | 0.6% | 14.2% | 2.5% | 5.3% | nt | -0.9% | -2.4 | -4.0 |
| CCCn1c(C(C)Nc2nc(C)cs2)nc2cc(Cl)c(Cl)cc21 (configuration not stated) | 20.6 | 5.0% | nt | -5.2% | -14.3% | 3.8% | -12.6% | 12.5 | -0.6% | 0.1 | 15.5 |
| Cc1cc(NC(=O)C(C)C)ncc1NC(=O)c1cccc(F)c1 | -4.4 | ? | 3.5% | -3.3% | 1.7% | -5.7% | -13.6% | -9.6 | -0.3% | -0.9 | 7.1 |
| CCOc1ccccc1N1CCN(C(=O)CNC(=O)c2ccc(OC)c(OC)c2)CC1 | -1.5 | -1.6% | 0.3% | 0.7% | 1.5% | nt | 5.2% | -5.0 | 0.0% | -3.9 | -6.2 |
| Cc1ccc(C)c(NC(=O)CN(C)C(=O)c2ccc(S(=O)(=O)N(C)c3ccccc3)cc2)c1 | 5.4 | 3.3% | nt | 0.9% | 12.1% | nt | -9.8% | 14.9 | -0.2% | nt | -0.5 |
| O=C(CCCN1C(=O)/C(=C/c2ccc3c(c2)OCO3)SC1=S)Nc1ccc(C(=O)O)cc1 | 8.9 | 1.2% | -4.8% | 1.6% | -0.7% | 0.9% | -3.9% | -17.7 | -0.2% | nt | 13.3 |
| C=CCSc1n[nH]c(-c2cccs2)n1 | -7.3 | -1.8% | -0.3% | 0.0% | -23.9% | -1.8% | 6.7% | 3.3 | -0.9% | -1.3 | 6.1 |
| N#CC1(C#N)C(C(N)=O)C1c1ccccc1 (configuration not stated) | 5.4 | ? | -0.1% | -0.5% | 3.7% | -24.2% | -1.0% | 0.4 | 0.4% | 0.6 | -7.9 |
| O=C(NN1CCOCC1)c1cc(-c2ccc(Br)s2)nc2ccccc12 | 6.7 | -1.0% | 11.8% | -0.6% | 12.4% | -4.0% | 11.6% | 2.6 | 0.1% | -0.5 | 6.1 |
| Fc1cccc(Cn2ccc(-c3ccc4c(c3)OCO4)n2)c1 | -8.1 | 8.5% | 0.5% | 0.7% | 0.5% | 0.3% | -11.2% | -13.8 | -0.1% | -3.5 | 4.7 |
| COc1ccc(C(=O)Oc2ccc(/C=N/O)cc2)cc1 | 8.8 | ? | 1.7% | -1.1% | -4.1% | -5.2% | 5.9% | -1.8 | -0.2% | 0.2 | -8.3 |
| CC1CCN(c2ccccc2NC(=O)c2ccc([N+](=O)[O-])o2)CC1 | -24.3 | -2.1% | -2.0% | 2.6% | 1.3% | nt | -13.3% | 6.7 | -0.2% | 5.5 | 3.4 |
| Cc1ccnc(NC(=O)c2cc3c(=O)oc4ccc(C)cc4c3s2)c1 | -17.8 | ? | nt | -2.1% | 1.9% | 4.5% | -14.1% | 4.6 | -0.2% | 3.6 | -14.0 |
| COCCCNC(=O)c1cc2c(-c3cccc(OC)c3)nn(C)c2s1 | -7.9 | ? | nt | -8.6% | -0.9% | nt | 11.5% | 0.6 | -0.6% | 2.4 | -5.1 |
| Cc1[nH]c2ccccc2c1C(=O)COC(=O)c1ccc[n+]([O-])c1 | -14.7 | ? | -2.2% | -0.3% | 9.3% | -12.0% | 10.0% | 21.8 | -1.0% | 5.6 | -3.7 |
